Compound activity from PubChem.
KDM5B inhibitor: inhibitors of human KDM5B histone demethylase | Q9UGL1 | KDM5B demethylase, FDH-coupled NADH fluorescence (FDH is formaldehyde dehydrogenase) | Potency, µM (doses to about 57.7 µM), for the others: at the top dose activity change, negative = inhibition, most hits filed as inhibitors | hit rate 2.6% among 220,000; active = well fitted inhibition curve with a large enough effect; inconclusive = small, poorly fitted or top-dose-only effect; inactive = no such curve, though single readings can be large or run the other way; note: 0% is about no effect; nearly all actives have a fitted effect of over 70% in size
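qHTS format, multiple compound concentrations. Buffer 50 mM HEPES pH 7.5/0.01% Tween-20; 200 nM KDM5BΔAP final; 10 min compound preincubation; substrate-mix levels 12.5 µM peptide, 25 µM α-KG, 0.25 mM NAD⁺; 30 min RT; ΔRFU.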
* marks the source's active call; other numbers are inactive results; i = inactive; ? = inconclusive; [ ] = dose if it differs, or a comment. Potency is the fitted concentration of half-maximal effect.

Preview, 7 compounds:
KDM5B inhibitor | SMILES
4% | CSc1cccc(NC(=O)O[C@@H]2CC[C@]3(C)C(CC[C@@H](O)[C@H]3CC(=O)N3CCCC3)[C@]2(C)CO)c1 (stereo partly specified)
-12% | Cc1ccc(CNCCC2=CCCCC2)s1
7%[86.2 µM] | CN1CC2(C1)C(=O)N(Cc1cccc(Cl)c1)C(=O)[C@@H]1C[C@@H](O)CN12
14% | O=C(CCn1c(=O)[nH]c2ccsc2c1=O)NCc1ccc(F)cc1
6%[86.2 µM] | COCC(=O)N1CCn2c(nn(-c3ccc(C)cc3)c2=O)C1
11% | Cc1nnc(NC(=O)NCC(C)(C)N2CCCC(C)C2)s1 (stereo unspecified)
? | CCN1CCN(CCCNC(=O)c2ccc3c(c2)sc2nc(-c4ccc(OC)cc4)cn23)CC1

Results, from the first entry:
KDM5B inhibitor | SMILES
4% | CSc1cccc(NC(=O)O[C@@H]2CC[C@]3(C)C(CC[C@@H](O)[C@H]3CC(=O)N3CCCC3)[C@]2(C)CO)c1 (stereo partly specified)
-12% | Cc1ccc(CNCCC2=CCCCC2)s1
7%[86.2 µM] | CN1CC2(C1)C(=O)N(Cc1cccc(Cl)c1)C(=O)[C@@H]1C[C@@H](O)CN12
14% | O=C(CCn1c(=O)[nH]c2ccsc2c1=O)NCc1ccc(F)cc1
6%[86.2 µM] | COCC(=O)N1CCn2c(nn(-c3ccc(C)cc3)c2=O)C1
11% | Cc1nnc(NC(=O)NCC(C)(C)N2CCCC(C)C2)s1 (stereo unspecified)
? | CCN1CCN(CCCNC(=O)c2ccc3c(c2)sc2nc(-c4ccc(OC)cc4)cn23)CC1
-9% | COC(=O)[C@H](NC(=O)[C@@H]1C[C@H](NC(=O)Nc2cccc(SC)c2)CN1C(=O)c1cccn1C)C(C)C
6% | Cc1cccc(NC(=O)CSc2nc(=O)n(CCN3CCOCC3)c3c2CCC3)c1
-11% | CCN1C(=O)c2ccccc2Sc2ccc(NC(=O)c3ccc(C#N)cc3)cc21
-13% | Cc1cc(C(=O)N2CCC(N3C[C@H](O)C[C@H]3C(=O)NC3CCCCC3)CC2)nn1C
? | COc1ccc(/C(C)=C(\C#N)c2nc3ccccc3[nH]2)cc1
-4% | CCCCNC(=O)CN1CCN(c2ccc(C(=O)O)cc2NS(=O)(=O)c2cccs2)CC1
16% | COc1ccc(NC(=S)NC(=O)C2CCCCC2)cc1
-7% | CCOc1ccccc1-c1noc(CN2CCCc3c(C(=O)NC(C)C)cccc32)n1
-4% | O=C(c1cccnc1)N1CCc2cc(NS(=O)(=O)c3ccccc3)ccc21
11% | CCC(C)(C)NC(=O)C(c1ccc(O)cc1)N(Cc1ccco1)C(=O)CCC(=O)Nc1ccccn1 (stereo unspecified)
11% | COc1ccccc1C(=O)Nc1cc2c(cc1N1CCCC1)n(C)c(=O)c(=O)n2C
7% | Cn1c(C(=O)N[C@@H](Cc2ccccc2)C(=O)NCCC(=O)O)cc2cc(Cl)ccc21
? | CCOC(=O)CN(C(=O)COc1nc(C)cc(C)c1C#N)c1ccc(F)cc1
-10% | Cc1cc(C)cc(Nc2nc(NC3CCCCCC3)nc3c2cnn3-c2ccccc2)c1
5% | CN(CCC#N)C(=S)Nc1ccc(F)cc1
-14% | CC(C)c1noc(CC2CCN(C(=O)c3cccs3)CC2)n1
-10% | CCn1c(NCc2cc(Cl)ccc2O)nc2ccccc21
17% | CCOc1ccc(-n2ccn3c(SC(CC)C(=O)Nc4cc(C)ccc4C)nnc3c2=O)cc1 (stereo unspecified)
13% | Cc1c(-c2ccccc2)c(=O)oc2ccc(OS(=O)(=O)c3ccc(F)cc3)cc12
-15% | CCOc1ccc(CNCc2cccs2)cc1OCC
7% | Cc1cnc(C2CC2)n1C1CCN(C(=O)c2ccco2)CC1
15% | COc1ccccc1NC(=O)C(=O)NCC(c1cccnc1)N1CCc2ccccc2C1 (stereo unspecified)
-11% | CC1CCCCN1Cc1nc2c(c(=O)n(C)c(=O)n2C)n1CC(N)=O (stereo unspecified)
-1% | COc1ccc(C(CNC(=O)COc2cc(C)cc(C)c2)N2CCCCC2)cc1 (stereo unspecified)
21% | CCCC(C)NC(=O)C1CCN(C(=O)c2ccc(C(F)(F)F)cc2)CC1 (stereo unspecified)
? | Cc1cc(NC(=O)CCNS(=O)(=O)c2cccc3nsnc23)ccc1Br
17% | CC(C)N(C(=O)CSc1ncnc2ccccc12)c1ccccc1
? | N#C/C(=C/c1cn(Cc2ccc(F)cc2)c2ccccc12)C(=O)Nc1cccc(Cl)c1
? | Oc1ccc(Nc2nc(-c3ccc(O)cc3)cs2)cc1

A run of entries taken from the entries so far, for reference:
KDM5B inhibitor | SMILES
17% | CCOc1ccc(-n2ccn3c(SC(CC)C(=O)Nc4cc(C)ccc4C)nnc3c2=O)cc1 (stereo unspecified)
13% | Cc1c(-c2ccccc2)c(=O)oc2ccc(OS(=O)(=O)c3ccc(F)cc3)cc12
-15% | CCOc1ccc(CNCc2cccs2)cc1OCC
7% | Cc1cnc(C2CC2)n1C1CCN(C(=O)c2ccco2)CC1

(cont.)
KDM5B inhibitor | SMILES
-11% | O=C(c1ccccc1F)N(Cc1cccc2[nH]ccc12)C1CC1
18% | O=C(C1CCC1)N1CCC(N2CC(OCC3CC3)C23CCCCC3)CC1 (stereo unspecified)
15% | O=C(N[C@@H]1COCC[C@@H]1Oc1ccc(F)cc1)c1cnc(C2CC2)nc1
-15% | COc1ccc(N2Cc3c(NCC4CC4)ncnc3N(C)CC2=O)cc1
-2% | Cc1nn(Cc2ccccc2)c(C)c1NC(=O)Nc1cccc(Cl)c1
? | COc1ccc(N(Cc2cccs2)C(=O)COc2cc(C)c(Cl)c(C)c2)cc1
5% | O=C(O)c1cccc(OCc2ccc(Cl)cc2)c1
-14% | COc1cccc(NC(=O)c2sc3nc4c(c(-c5ccco5)c3c2N)CCCCC4)c1
-36%[86.2 µM] | COC(=O)[C@@H]1Cc2ncn(C(C)C)c2CN1S(C)(=O)=O
-8% | COc1ccc(OCC(=O)Nc2ccccc2C(=O)OCc2cc(=O)n3nc(C)sc3n2)cc1
? | COc1ccccc1CNC(=O)COCc1cc(-c2ccc3c(c2)OCO3)on1
? | O=C(NCc1ccccc1)c1cc2ccccc2[nH]1
2% | NC(=O)C1CCN(C(=O)c2ccccc2NC(=O)c2nsc3ccccc23)CC1
-9% | CC(C)(C)OC(=O)NCCC(=O)N/N=C/c1cccc2nccnc12
-13% | Cc1ccccc1-c1cccc(C(=O)N(C)Cc2ncc[nH]2)c1
? | COC(=O)C1CCCN1C(=O)c1c(C)oc2c1CN(Cc1ccc(C)cc1)CC2 (stereo unspecified)
? | Cc1cnn(CC(=O)N2CCCCCCNC(=O)[C@@H]3CCCC[C@@H]32)c1
17% | N#CC1(c2ccc(N)cc2)CCCC1
-12% | Cc1ccc(CN(C)C(=O)CN2CCN(c3ccc([N+](=O)[O-])c4cnccc34)CC2)c(C)c1
7% | Cc1ccc(-c2nc3cccc(C)c3nc2-c2ccc(C)cc2)cc1
-25% | Cc1cccc(-c2nc(C(N)=O)c3c(n2)n(-c2ccc4c(c2)OCO4)c(=O)n3C)c1
19% | Cc1cc2nc3n(c(=O)c2n1CC(=O)Nc1cccc(Br)c1)CCCCC3
20% | CCN1C(=O)C2CC3(CCN(C(=O)c4cccs4)CC3)CN2C1=O (stereo unspecified)
? | O=C(Nc1nc2n(n1)C(c1ccc(F)cc1)C=C(c1ccccc1)N2)c1ccc(Cl)cc1 (stereo unspecified)
-5% | Fc1ccc(C(c2nnc(-c3ccccc3)o2)N2CCN(c3ccccc3)CC2)c(Cl)c1 (stereo unspecified)
15% | Cc1ccc(NC(=O)C2CCCN(S(=O)(=O)c3ccc4c(c3)CCCC(=O)N4)C2)cc1Cl (stereo unspecified)
21% | CCCN1CC(Oc2ccc(-c3noc(C4CC4)n3)cc2)C1
2% | CC(C)c1ccc(NC(=S)N2CCCC2)cc1
? | CC(C)Oc1ccc(CNC(=O)c2ncoc2-c2cccs2)cc1
-32% | Cc1c(-c2ccccc2)sc2ncn(CC(=O)NC3CCCc4ccccc43)c(=O)c12 (stereo unspecified)
-25% | CCCN1CCC(NC(=O)c2cc(COc3ccccc3)[nH]n2)CC1
29% | CCc1ccc(OCC(=O)NC(=S)Nc2ccc(C(=O)O)cc2)cc1
28%[149 µM] | Cc1ccc(C(=O)N2CCC(N3CCCOC3=O)CC2)cc1
-10% | COC(=O)CC1C(=O)NCCN1C(=O)c1ccccc1-c1ncc[nH]1 (stereo unspecified)
1% | O=c1c2ccccc2nc(-c2ccc(Cl)cc2)n1CCCOc1ccccc1F
6% | CCOC(=O)c1scc(-c2ccccc2)c1S(=O)(=O)Nc1ccccc1
13% | N#Cc1nc(C2CC2)oc1N1CCN(Cc2ccc(F)cc2Cl)CC1
-5% | COc1cc(-c2noc(CCC(=O)Nc3cc(C)ccc3C)n2)cc(OC)c1OC
41%[activator] | CCN(CC)CCN1CNC(=S)N(c2ccccc2OC)C1
-9% | N#CCN(CC#N)C(=O)Cc1cccs1
? | CCc1cc2c(CN3CCN(c4ccccc4)CC3)cc(=O)oc2cc1O
? | NC(=O)c1nsc(C(=O)N(c2ccccc2)C(C(=O)NCC2CCCO2)c2ccc(F)cc2)c1N (stereo unspecified)
-10% | Cc1cccc(CCNC(=O)CCc2c(C)nc3ncnn3c2C)c1
3% | CC1(CNC(=O)c2ccoc2)CCOCC1
-5% | O=C(NC1CCCCC1)c1ccc2c(Cl)c3c(nc2c1)CCCC3
-14% | COc1ccc(S(=O)(=O)NCc2nc(-c3ccccc3)no2)cc1
21% | O=C(N/N=C/C=C/c1ccccc1)c1csc2ccccc12
-7% | COC(=O)N/N=C/c1cc(N=Nc2ccccc2)ccc1O
13% | COc1ccc(CNC(=O)Cn2c(SCC(=O)Nc3ccc(OC)cc3)nc3ccccc32)cc1
-1% | CC(=O)c1cccc(NC(=O)Cn2c(N3CCc4ccccc4C3)nc(C)cc2=O)c1
-12% | Cc1ccc(C)c(NC(=O)Cn2c(-n3nc(C)cc3C)nc(-c3ccccc3)cc2=O)c1
-17%[86.2 µM] | O[C@@H]1CO[C@H]2[C@@H]1OC[C@@H]2n1nnnc1Sc1ccccc1
20% | CCn1c(=O)c2ccccc2n(CC(=O)Nc2ccc(-c3cccc(C(F)(F)F)c3)cc2)c1=O
0% | Cc1cc(C)n(Cc2ccc(C(=O)N3CCC(c4noc(-c5cccnc5)n4)C3)o2)n1 (stereo unspecified)
1%[230 µM] | CC(C)(C)OC(=O)N1CC(NCc2cccc(F)c2)C1
-24% | COc1ccc(NC(=O)C2CCN(S(=O)(=O)c3ccc4[nH]c5c(c4c3)CCCCC5)CC2)cc1
7%[11.5 µM] | O=C(COc1ccccc1)Nc1ccc(S(=O)(=O)N(Cc2ccccc2)c2ccccc2)cc1
50µM* | Cc1cc(C(=O)NCC(F)(F)F)c2c(C3CCCN3)noc2n1 (stereo unspecified)
? | Cc1cccc(NC(=O)c2cc(C3CC3)nc3ccccc23)c1C
-14% | CCCn1ccc2oc(C)c(C(=O)N3CCN(c4ccc(OC)cc4)CC3)c2c1=O

Other results follow.
KDM5B inhibitor | SMILES
? | Cc1ccc2nc(/C(C#N)=C/c3ccco3)[nH]c2c1
4% | COc1ccccc1CN1C[C@@H]2C[C@@H](c3ccccc3OC)N3CCC[C@@]23C1=O
9% | COc1ccc(C(=O)N2C[C@@H]3C[C@H](C2)c2c(NS(=O)(=O)c4ccccc4)ccc(=O)n2C3)cc1
7% | Cc1cccc(Cn2nnc3c(=O)n(Cc4nc(-c5ccccc5C)no4)cnc32)c1
-11% | Cc1cccc(C)c1NC(=O)CN(C)C(=O)Cc1csc(-c2cccc(Br)c2)n1
-21% | Cc1ccc(CNC(=O)c2ccc3c(c2)CN(Cc2cccc(F)c2F)CCO3)cc1
30% | O=C(Nc1ncc(Cc2cccc(Cl)c2)s1)C1CCCCC1
-2% | COc1cc(/C=C/C(=O)Oc2ccc3c(c2)OCO3)cc2c1OCCO2
10% | CC1CCC2(CC1)NC(=O)N(NC(=O)CSc1ncnc3ccccc13)C2=O (stereo unspecified)
? | CCN1c2cc(C(=O)Nc3cccc(C)c3)ccc2C(=O)N2CCCCCC21 (stereo unspecified)
-4% | Nc1nc(SCc2nnc(-c3ccccc3)o2)n[nH]1
? | C[C@]1(CO)[C@H]2Cc3sc(NC(=O)c4cccc(F)c4)nc3[C@@H](CC(=O)NCc3ccco3)[C@]2(C)CC[C@H]1O
5% | Cc1cc(CSc2ncccc2C(=O)Nc2ccnn2Cc2ccco2)no1
? | NC(=O)c1nsc(C(=O)N(CCCN2CCOCC2)C(C(=O)NC2CCCCC2)c2ccc(Cl)cc2)c1N (stereo unspecified)
0% | Cc1cccc(C(=O)Nc2cccc3ccc(C)nc23)c1
i | COc1ccc2cc(C(=O)OC(C)C(=O)N3CCOCC3)c(C)nc2c1 (stereo unspecified)
-29% | OCc1c[nH]c2c1ccc1ccccc12
-4% | CCCn1c2ccc(C)cc2c2nnc(SCCN3CCCCC3)nc21
-1% | Cc1cccc(-c2nc(CC(=O)N(C)CC(=O)Nc3cccc(F)c3)cs2)c1
-6% | O=C(CSc1ncnc2sccc12)N(Cc1ccc(F)cc1)C1CCCCC1
43%[activator] | CN1CCN(CC(O)COc2ccc(CN3CC(c4ccccn4)C3)cc2)CC1 (stereo unspecified)
? | Cc1nc2c(c(C)nn2-c2ccccc2)c(C)c1CCC(=O)Nc1ccc(CN2CCCC2)cc1

The list is partial, so the mix of outcomes need not match the whole.
